# LDHA block = LDHA (human) enzyme inhibition. activity change, % (values are at about 110 or 230 µM). AID 1347041. 480,000 compounds, 0.15% hits. P00338. purified LDHA, NADH/diaphorase-resazurin fluorescence; hits give low values; in the data active = activity change below about -30%; inconclusive = mostly about -25% to -30%;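 note: plate controls were DMSO wells for no effect and wells without enzyme for full effect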
#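 Resorufin fluorescence (ex540/em590), read at 0 and 20 min after diaphorase/resazurin addition, reports the NADH left after a 5 min room-temperature reaction of 2 nM human LDH5 with 0.06 mM NADH and 0.2 mM pyruvate.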
# An asterisk follows results filed as active; u = inconclusive. An excerpt (hit frequency here may not be typical).
SMILES,LDHA block
O=C(OCc1nnnn1-c1ccccc1)C1(c2ccccc2)CCCC1,7.5
CC(c1ccccc1)N(C)C(=O)c1cccc(CS(C)(=O)=O)c1 (centres undefined),-1.1
Cc1ccc(-c2noc3ncnc(NCCC(C)C)c23)cc1,2.6
CC(C)Sc1nnc(COc2ccc(Cl)cc2)n1C,-2.1
CC(C)NC(=O)CN(C)CC(O)COc1c(Cl)cccc1Cl (centres undefined),-1.9
CCCn1c(CSc2nnc(C3CC3)n2-c2ccccc2)nc2cc(S(=O)(=O)N(C)C)ccc21,13.9
Cc1cccc(-c2nnc(SCC(=O)Nc3c(C)cc(C)cc3C)n2N)c1,3.0
COc1ccc(CNC(=O)CSCc2nc(-c3ccc(OC)c(OC)c3)oc2C)cc1,1.2
CN(CC(=O)Nc1ccccc1C(F)(F)F)Cc1cc(Cl)cc2c1OCOC2,2.5
CCCCCCCCCCCC(=O)N/N=C/C(CC)CCCC (centres undefined),0.7
O=C(NCc1cccs1)c1cc(-c2cccnc2)nc2ccc(Br)cc12,-8.7
Cc1[nH]c2ccccc2c1C(=O)CN1C(=O)CC2(CCCC2)C1=O,-14.8
O=C(Cc1c[nH]c2ccccc12)NCC(=O)N1CCN(c2ccccc2)CC1,-1.0
O=C(O)C1(c2ccc(Br)cc2)CCC1,-3.7
CCCc1ccc(Oc2cc(-n3ncc(C(C)=O)c3C)nc(C)n2)cc1,-4.1
Cc1cccc(NC(=O)Cn2cnc3c2c(=O)n(C)c(=O)n3C)c1C,8.2
CC(NC(=O)C1CCCCC1)C12CC3CC(CC(C3)C1)C2 (centres undefined),-1.3
CCc1nnc2sc(-c3ccc(C)c(NC(=O)c4ccc(-c5cccc(Cl)c5)o4)c3)nn12,0.8
Cc1ccccc1NC(=O)C(C#N)=C1CCCC1,4.8
COc1cccc(-c2sc3ccc(OC)cc3c2-c2cnc(N3CCOCC3)nc2)c1,-3.2
CNC(=O)NC(=O)C(C)n1cnc2c1c(=O)n(C)c(=O)n2C (centres undefined),-7.7
Cc1ccc(-c2nn(CC(=O)NC(C)(C)C)c(=O)c3ccccc23)cc1S(=O)(=O)N(C)C,6.6
COc1ccc(C(=O)N/C(=C\c2cc3ccc(OC)cc3nc2Cl)C(=O)N(C)C)cc1,2.7
COc1ccc(OC(=O)C23CC4CC(CC(Cl)(C4)C2)C3)cc1,6.3
Cc1cc(C)cc(N(CC(=O)NC(C(C)C)C(C)C)S(=O)(=O)c2ccccc2)c1,7.0

# An excerpt of these results, with the structure last:
LDHA block	SMILES
3.0	Cc1cccc(-c2nnc(SCC(=O)Nc3c(C)cc(C)cc3C)n2N)c1
1.2	COc1ccc(CNC(=O)CSCc2nc(-c3ccc(OC)c(OC)c3)oc2C)cc1
2.5	CN(CC(=O)Nc1ccccc1C(F)(F)F)Cc1cc(Cl)cc2c1OCOC2
0.7	CCCCCCCCCCCC(=O)N/N=C/C(CC)CCCC (centres undefined)

# (continued)
SMILES,LDHA block
CCOc1ccc(/C=C/c2nc(C#N)c(NCCN(C)C)o2)cc1,-7.9
Cc1ccc(C)c(NC(=O)c2ccc3c(c2)NC(=O)C2CCCN32)c1 (centres undefined),17.1
NC(=O)NNC(=S)NC1CCCCC1,-8.1
COCCn1c(CCC(=O)Nc2cc(C)ccc2F)nc2c1c(=O)[nH]c(=O)n2CC(C)C,6.9
COc1cccc(C2C(C(=O)Nc3ccccn3)=C(C)Nc3ncnn32)c1OC (centres undefined),1.1
COc1ccc(CNC(=O)c2cccc3c2C(=O)N(c2ccc(OC)cc2)C3)cc1,7.9
C=C(C)CC(NC(C)c1ccccc1)c1ccco1 (centres undefined),10.6
CC(C)C(NC(=O)Cc1ccc(N2CCCC2=O)cc1)c1nc2ccccc2[nH]1 (centres undefined),8.8
CC(C)OCCCNC(=O)c1cc(Nc2cccc(C(F)(F)F)c2)nc2ccccc12,1.2
O=C(Cn1cnc(S(=O)(=O)N2CCOCC2)c1)Nc1ccc(-c2ccno2)cc1,-1.5
CC(OC(=O)c1nn(C)c(=O)c2ccccc12)c1ccccc1 (centres undefined),7.6
Cc1oc(-c2cccc(C(F)(F)F)c2)cc1C(=O)NC(C)C,u
CCCOc1ccc(C(=O)NCc2coc(-c3cccs3)n2)cc1,-2.1
COc1ccc(CNC(=O)c2nc(-c3ccc4cc[nH]c4c3)no2)cc1,-0.4
CCOc1cc(C(=O)Nc2ncc(C)s2)ccc1OC,1.5
O=C(O)C1(c2ccc(Cl)cc2Cl)CCOCC1,1.4
Cc1cc(C)nc(NS(=O)(=O)c2ccc(Nc3nc(-c4ccc(C(C)C)cc4)cs3)cc2)n1,-2.6
CC(OC(=O)Cn1[nH]c(=O)c2ccccc2c1=O)C(=O)Nc1cccc(Cl)c1Cl (centres undefined),-17.0
O=C(NCCc1ccc(C(F)(F)F)cc1)C1CC2CCCC(C1)C2=O (centres undefined),-2.0
Cc1nc2ncnn2c(N2CCCC2)c1Cc1ccccc1,4.0
O=C(CSc1nnc2ccc(-c3ccncc3)nn12)NC1CCCCC1,-4.3
CC(C)N1CCc2c(sc(NC(=O)C3CCCC3)c2-c2nc3ccccc3s2)C1,-5.7
CCC(Oc1cccc(Cl)c1)C(=O)O (centres undefined),3.2
N#CCOc1ccc2[nH]cc(C(C(=O)O)N3CCN(Cc4ccccc4)CC3)c2c1 (centres undefined),6.1
CS(=O)(=O)c1ccc2nc(NC(=O)CSCc3ccccc3)sc2c1,-4.3

# Looked up one by one from above:
SMILES,LDHA block
N#CCOc1ccc2[nH]cc(C(C(=O)O)N3CCN(Cc4ccccc4)CC3)c2c1 (centres undefined),6.1
CN(CC(=O)Nc1ccccc1C(F)(F)F)Cc1cc(Cl)cc2c1OCOC2,2.5
CCOc1cc(C(=O)Nc2ncc(C)s2)ccc1OC,1.5
COc1ccc(CNC(=O)c2cccc3c2C(=O)N(c2ccc(OC)cc2)C3)cc1,7.9

# More compounds
SMILES,LDHA block
CC(CNC(=O)/C=C/c1ccc(C(C)(C)C)cc1)NC(=O)/C=C/c1ccc(C(C)(C)C)cc1 (centres undefined),6.3
CC(C)(C)NC(=O)c1cc(F)ccc1I,-12.7
O=C(CCn1nnc2ccccc21)OCC(=O)c1ccc(Cl)cc1,11.9
COCCNC(=O)c1cccc2c(=O)c(C)c(-c3ccccc3)oc12,2.3
Cc1cc(C)cc(NC(=S)NCCc2ccc(Cl)cc2)c1,8.7
CCCn1c(CN2CCC(C)CC2)nc2c1c(=O)n(C)c(=O)n2C,-0.5
CC(=O)C1=C(c2ccc(OC(F)F)cc2)N(C(C)=O)n2c(nnc2-c2ccccc2)S1,-5.5
CCCNC(=O)c1ccc2c(c1)ncn2-c1ccc(OCc2ccccc2)cc1,6.2
O=C(c1ccc(F)cc1)N(Cc1cccs1)C1CC1,-0.1
CC(=O)Oc1ccc2c(C)c(-c3ccccc3)c(=O)oc2c1,-0.1
O=C(Nc1ccccc1)C(=O)N1CCN(C(=O)c2cc3ccccc3[nH]2)CC1,3.4
C#CC(CC)(CC)NC(=O)Cc1cccc(C)c1,0.4
CCCNc1c(NC(=O)c2ccccc2)c(=O)oc2ccccc12,0.5
COc1ccc(-c2nc3cc(NC(=O)c4ccc(Br)cc4)ccc3o2)cc1,-3.2
Nc1ncc(-c2cccc(-c3nn4c(=O)cc(N5CCNCC5)nc4s3)c2)cn1,-8.0
COC(=O)N(C)CC(=O)NCc1ccccc1,-2.3
O=c1c2cc3c(cc2nc(SCc2nc(-c4ccccc4Cl)no2)n1Cc1ccco1)OCO3,-21.5
COc1cc(C(=O)Nc2ccc3oc(=O)ccc3c2)cc(OC)c1OC,-10.2
O=C(c1cccc(C(F)(F)F)c1)N1CCCC(C(=O)N2CCCC2)C1 (centres undefined),1.9
COc1ccc2cc(C(=O)N3CCN(c4ccccc4O)CC3)c(C)nc2c1,4.6
CC(=O)Nc1sc2c(c1-c1ccc3c(c1)CCO3)CCNC2,-3.2
Cc1cccc(C(=O)NCc2nnc(SCC(=O)NCc3ccccc3)n2-c2ccccc2)c1,1.5
O=C(Nc1cccc(NC(=O)C2CCCC2)c1)C1CCCC1,2.7
C=CCOC(=O)COc1cc(C)cc2oc(=O)cc(-c3ccccc3)c12,-10.0
COc1ccc(NC(=O)c2ccc3c(c2)CCC3)cc1,8.8
# New compounds follow:
SMILES,LDHA block
Cc1ccc(-c2nc(CCNC(=O)Nc3cc(F)c(N(C)C)c(F)c3)co2)cc1,-4.0
CC(=O)Nc1nc2ccc(CCC(=O)NCc3ccc(Cl)cc3)cc2s1,-4.7
CC(C)NC(=O)NC(=O)CN(C)Cc1cccc(C#N)c1,7.2
CC(C(=O)Nc1ccc(F)cc1F)N1CCC(C(=O)NCc2ccccc2)CC1 (centres undefined),-5.8
CCC(C)C(NC(=O)NCc1ccc(C)cc1)C(=O)O (centres undefined),-0.7
Cc1ccc(Cn2c(C)c3cnn(CC(=O)NCc4cccs4)c(=O)c3c2C)cc1,-3.5
Cn1cc(C(C(=O)O)N2CCC(Cc3ccccc3)CC2)c2ccc(C(=O)O)cc21 (centres undefined),8.1
Cc1ccc(C)c(NS(=O)(=O)c2ccc(N3CC(C(=O)O)CC3=O)cc2)c1 (centres undefined),3.9
Cc1cc(NC(C)C2CC3CCC2C3)n2ncnc2n1 (centres undefined),-1.6
CCC(C)Nc1oc(/C=C/c2cccc(OC)c2)nc1C#N (centres undefined),0.8
O=C(OCC(=O)c1c[nH]c2ccccc12)c1ccc(CO)cc1,-0.3
CCc1cccc(NC(=O)c2ncoc2-c2cccs2)c1,4.8
C=CCNC(=S)N/N=C(/C)c1ccncc1,7.9
Cn1c(SCc2nc3ccccc3o2)nnc1-c1ccccc1,2.5
N#CCCN1CCN(C(C(=O)O)c2c(-c3ccccc3)[nH]c3ccccc23)CC1 (centres undefined),4.6
Cc1cc(Cl)ccc1NC(=O)CCNC(=O)CCC(=O)c1cccs1,-5.3
O=C(c1cc(=O)c2ccccc2o1)N(Cc1ccc(F)cc1)C1CCS(=O)(=O)C1 (centres undefined),-9.1
Cc1cccc(C)c1-n1nnnc1C1(C)CCC(=O)N1C1CCN(Cc2ccccc2)CC1 (centres undefined),-3.8
Cc1c(Cl)cccc1NC(=O)Cn1nc(C)c2ccccc2c1=O,0.9
CCc1cccc(NC(=O)c2nc3ccccc3nc2N2CCCC2)c1,0.8
COc1cc(C)cc2oc(=O)c(CC(=O)NCc3ccc(C)cc3)c(C)c12,14.9
Cc1cc(C)c2c(n1)SCC(=O)N2CCCC(=O)NCc1ccccc1Br,0.3
Cc1[nH]c2ccccc2c1C1N=C(N)Nc2nc3ccccc3n21 (centres undefined),-18.4
O=C(Cn1c(=O)c2sccc2n(CC(=O)N2CCCC2)c1=O)Nc1ccc(F)cc1,1.0
COC(=O)[C@@]12C[C@@H](CC(=O)N3CCN(C(=O)c4ccco4)CC3)C(=O)N(Cc3cccc4ccccc34)C1=CCC(C)(C)C2,0.9
# Other entries
SMILES,LDHA block
CC(C)(C)OC(=O)NC1CCCN(Cc2cccs2)C1 (centres undefined),-5.4
Oc1ccc2sc(-c3ccccc3O)c(-c3ccc(OCCN4CCCCC4)cc3)c2c1,-1.3
Cc1ccc(Cl)cc1N1CCN(C(=O)CN(c2ccc(F)cc2)S(=O)(=O)N(C)C)CC1,-2.6
Cn1nc(C(F)(F)F)c(Cl)c1C(=O)NC1CCCC1,2.8
O=C(Oc1ccc(Br)cc1)c1cnccn1,1.7
COC(=O)/C(=C/c1cccc(OC)c1)c1ccccc1,-1.6
O=C(CSc1nnc(-c2ccncc2)o1)Nc1ccc2c(c1)OCO2,-1.1
CN(Cc1ccccc1)C(=O)Cn1nc(-c2cccs2)c2ccccc2c1=O,0.2
O=C(CCc1cccs1)N1CCSCC1,4.0
C[C@H](NC(=O)[C@@H]1CCCN1C(=O)[C@@H]1CCCN1C(=O)c1ccc(Cl)cc1)c1ccccc1,0.4
O=C(Nc1ccc2oc(-c3ccc(F)cc3)nc2c1)c1ccc([N+](=O)[O-])o1,7.8
O=C(NCc1ccccc1)c1cc2ccccc2[nH]1,10.9
O=C(c1cn(-c2ccc(Cl)cc2)nn1)N1CCc2ccccc2C1,-4.3
O=C(NC1CC2CC1C1CCCC21)c1ccc(Cl)nc1 (centres undefined),0.8
CCCn1c(SCCC(=O)O)nc2c1c(=O)[nH]c(=O)n2C,-1.0
O=C1NC[C@H](CCCCN2C[C@H](Cc3ccccc3)N(CCc3ccccc3)C(=O)C2=O)N(CCC2CCCCC2)C1=O,0.5
CS(=O)(=O)Oc1ccc2c(c1)O/C(=C\c1ccncc1)C2=O,-2.2
O=C(CSc1nc2cc([N+](=O)[O-])ccc2o1)Nc1ccc2ccccc2c1,0.0
CC1=C(C(=O)Nc2ccccc2)C(c2ccc(Cl)cc2)N2C(=O)CSC2=N1 (centres undefined),-3.8
N#Cc1nc(C2CC2)oc1N1CCN(C(=O)c2ccc(F)cc2F)CC1,-0.8
NC(=O)CNC(=O)c1ccc(CNCc2ccc(C(F)(F)F)cc2)cc1,-0.9
CCC(NC(=O)c1csc(C)c1-c1ccccc1)c1ccc(C(C)C)cc1 (centres undefined),9.4
CC(C)NS(=O)(=O)c1ccc(NC(=O)CCc2ncc(-c3ccc(F)cc3F)o2)cc1,12.9
COc1ccc(S(=O)(=O)NC2CC2)c2cccnc12,-8.0
O=C1CC(c2ccsc2)c2ncn(-c3ccccc3)c2N1 (centres undefined),67.3
# Next section:
SMILES,LDHA block
Cc1ccsc1CNC(=O)c1ccccn1,3.4
CC(C)c1ccc(NC(=O)/C=C/c2ccccc2F)cc1,1.1
CC(=O)c1ccc(N2CCN(C(=O)c3noc4c3CCc3sccc3-4)CC2)cc1,4.2
Cc1nc(SCC(=O)N(c2ccccc2)c2ccccc2)oc1C,-0.5
CCn1c(CN(Cc2ccccc2)Cc2ccccc2)nc2c1c(=O)[nH]c(=O)n2C,-1.1
COCCn1c(=O)c2c(nc(-n3nc(C)cc3C)n2CCCc2ccccc2)n(C)c1=O,0.9
Cc1ccc(S(=O)(=O)N(CC(=O)N2CCCC2)c2cccc(Cl)c2)cc1,5.8
CC(C)Cn1c(COc2ccc3cc(Br)ccc3c2)n[nH]c1=S,7.3

# High-throughput results as filed in PubChem BioAssay.
